Compound activity from PubChem BioAssay.
Nrf2 activator – qHTS of Nrf2 Activators | 410,000 compounds, 0.31% hits | Potency, µM (highest dose often 46.1 µM), for the others: at the highest dose activation, hits mostly activators | AID 624171, 2012 | AREc32 ARE-luciferase reporter (MCF7-derived line), luminescence, 24 h; also: potency is read from the fitted curve at half-maximal effect; % of control where 0% means no effect; nearly all actives have a fitted effect of over 65% in size
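ARE activation measured as luciferase luminescence (Steady-Glo, 30 min RT) in AREc32_Fluc cells after 24 hr compound exposure at 37 deg C, 5% CO2; cells seeded overnight at 1000/well in OPTI-MEM, 5% FBS.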
ATXN2 expr inh – Primary qHTS for Inhibitors of ATXN expression | Potency, µM (top dose mostly 57 µM), inactives show at the highest dose activity change, negative = inhibition, most hits filed as inhibitors | HEK-293 ATXN2-luciferase reporter, luminescence, 24 h | 360,000 compounds, 0.72% hits; also: potency is read from the fitted curve at half-maximal effect; % is scaled to controls: 0 for no effect and ±100 for the full control effect; nearly all actives have a fitted effect of over 55% in size
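ATXN2-luciferase reporter cells (luciferase flanked by upstream and downstream ATXN2 gene portions) were treated 24 h at 37 °C with compounds at up to 57 uM. SteadyGlo luminescence gave expression; GF-AFC fluorescence gave viability.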
TGFb SMAD3 inh – qHTS for Inhibitors of TGF-b | HepG2 CAGA-GFP TGF-b/SMAD3 reporter, GFP fluorescence, 18 h; TGF-beta stimulated, 500 pg/mL final | Potency, µM (highest dose often 46.1 µM), for inactives: top-dose activity, negative = inhibition, usual class: inhibitors | 410,000 compounds, 1.2% hits; also: potency is read from the fitted curve at half-maximal effect; % is scaled to controls: 0 for no effect and ±100 for the full control effect; nearly all actives have a fitted effect of over 65% in size
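Inhibition was scored as loss of TGF-beta-induced (500 pg/mL final, 18 hours, 37 degrees C) GFP in HEPG2 cells carrying a CAGA-GFP reporter, in DMEM with 1% FBS. Well GFP was summed per cell; Activity was normalised to unstimulated and stimulated DMSO wells, then concentration-response fitting.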
IL1B secr inh – qHTS for Inhibitors of Inflammasome Signaling: IL-1-beta AlphaLISA Primary Screen | THP-1 LPS/ATP IL-1B secretion, AlphaLISA, 16 h; hits give low values | activity change, % at 57.5 µM | 360,000 compounds, 4.7% hits | AID 743279, 2014; in the data active = activity change below about -50%; inconclusive = mostly about -30% to -49%; also: % is scaled to controls: 0 for no effect and ±100 for the full control effect
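THP-1 cells pretreated 1 hr with compounds (up to 57.5 uM final), then stimulated with LPS (250 ng/mL final) plus ATP (1.25 mM final); secreted IL-1B measured by AlphaLISA after 16 hr, decreased signal indicating inhibition.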
HepG2 tox – qHTS for Inhibitors of TGF-b: Cytotox Counterscreen. HepG2 CAGA-GFP viability, ATP luminescence, 18 h. Potency, µM (titrated, usually from 46.1 µM), inactives show at the highest dose activity change, negative = cytotoxicity, hits mostly cytotoxic. 410,000 compounds, 0.76% hits; also: potency is read from the fitted curve at half-maximal effect; some results filed as inactive show a strong effect at the top dose
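HepG2 CAGA-GFP cells (1000/well, DMEM with 1% FBS) received compound, then TGF-beta at 500 pg/mL final, and were incubated 18 hours at 37 degrees C. Viability was read by CellTiter-Glo luminescence. Media-only wells were set as complete cell-killing and DMSO as no toxicity.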
S2 tox – Viability Counterscreen for Primary qHTS for Inhibitors of ATXN expression; S2 cells (HEK-293 line with an ATXN2-luciferase reporter) viability, CellTiter-Fluor protease fluorescence, 24 h; Potency, µM (series often up to 56.7 µM), most hits filed as cytotoxic; 400,000 compounds, 0.49% hits; AID 651635, 2014; also: potency is read from the fitted curve at half-maximal effect; nearly all actives have a fitted effect of over 40% in size
A549 tox – Nrf2 qHTS screen for inhibitors: counterscreen for cytotoxicity | A549 ARE-Fluc cells, CellTiter-Fluor viability, 18-24 h | AID 504648, 2011 | Potency, µM (series often up to 46 µM), without a hit: top-dose activity change, negative = cytotoxicity, most hits filed as inhibitors | 390,000 compounds, 0.16% hits; also: potency is read from the fitted curve at half-maximal effect; % is scaled to controls: 0 for no effect and ±100 for the full control effect
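Cytotoxicity counterscreen: CellTiter-Fluor fluorescence was measured in A549 ARE_Fluc cells after 18-24 h of compound exposure in a concentration series. The subsequent BugLite luminescent read reports ARE-luciferase activity.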
Nrf2 block – Nrf2 qHTS screen for inhibitors. A549 ARE-Fluc reporter, luciferase luminescence, 18-24 h. Potency, µM (doses to about 46 µM), inactives show at the highest dose activity change, negative = inhibition, hits mostly inhibitors. 360,000 compounds, 2.1% hits. AID 504444, 2011; also: potency is read from the fitted curve at half-maximal effect; % is scaled to controls: 0 for no effect and ±100 for the full control effect; nearly all actives have a fitted effect of over 60% in size
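Two sequential reads on A549 ARE_Fluc cells exposed to compound for 18-24 h: a CellTiter-Fluor fluorescence read for viability, then a luciferase luminescence read for Nrf2/ARE activity.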
MCF10A rerep – A quantitative high throughput screen for small molecules that induce DNA re-replication in MCF 10a normal breast cells. MCF 10A DNA re-replication, Hoechst nuclear intensity, 48 h. Potency, µM (doses to about 46.1 µM), without a hit: at the top dose activity, positive = re-replication, usual class: activators. 350,000 compounds, 2.9% hits. AID 624296, 2012; also: potency is read from the fitted curve at half-maximal effect; % of control where 0% means no effect; nearly all actives have a fitted effect of over 50% in size
* = called active by the depositor; i = inactive; ? = inconclusive; . = not tested or not shown; [ ] = another dose, or the depositor's remark. Unless noted, calls follow the shape of the dose curve; as a rule, active = well fitted curve in the direction sought with a large enough effect; inconclusive = small, poorly fitted or top-dose-only effect, or another doubt; inactive = no such curve, though single readings can be large; an effect the other way counts as inactive or inconclusive.

Order of results: Nrf2 activator | ATXN2 expr inh | TGFb SMAD3 inh | IL1B secr inh | HepG2 tox | S2 tox | A549 tox | Nrf2 block | MCF10A rerep
O=C(O)c1cc2nc3c(c(C(F)(F)F)n2n1)CCc1ccccc1-3
 : 0.0% | -2% | 8% | 0 | 3% | i | -2% | -15% | 8%
Cc1cc(-c2ccccc2)nc(-c2ccccc2)c1C
 : -0.9% | -21% | 3% | 0 | 3% | i | 11% | 0% | 26%
COc1ccc(-n2c(C)c(C(C)=O)c(C(C)=O)c2C)cc1
 : -0.3% | 7% | -2% | 20 | 4% | i | -12% | ? | 18%
O=C(Nc1cc(C(F)(F)F)ccc1-n1cncn1)c1cn2ccccc2n1
 : 5.1% | -34% | -6% | -6 | -5% | i | 4% | -1% | -6%
CCOC(=O)c1c(NC(=O)CSc2nnc(C)s2)sc2c1CCC(CC)C2 (stereo unspecified)
 : 2.6% | -18% | ? | -12 | -2% | i | -16% | ? | 12%
Cc1ccc(CNC(=O)N2CCN(c3ccc(C)cc3)CC2)cc1
 : 0.0% | -7% | 0% | 18 | -1% | i | 5% | -1% | ?
Cn1cc(C(=O)N/N=C/c2cccc([N+](=O)[O-])c2)c2ccccc21
 : 3.5% | 35% | 1% | . | 12% | i | 0% | -2% | 0%
Cc1ccc(/C(O)=C2\C(=O)C(=O)N(CC(C)O)C2c2ccccn2)cc1 (stereo unspecified)
 : -0.7% | -13% | -9% | -12 | -34% | i | -6% | -16% | -3%
C=CCOc1ccc(-c2nc3c(c(=O)[nH]c(=O)n3CCC)n2CCCC)cc1
 : 0.7% | -22% | 6% | 0 | 6% | i | -4% | -8% | 28%
O=C(Nc1ccc(Cl)cc1)c1ccc(-c2ccccn2)s1
 : 4.0% | 13% | 5% | -1 | 23% | i | 8% | 22% | -1%

Single records, as listed above.
C=CCOc1ccc(-c2nc3c(c(=O)[nH]c(=O)n3CCC)n2CCCC)cc1 as listed: Nrf2 activator: 0.7%; ATXN2 expr inh: -22%; TGFb SMAD3 inh: 6%; IL1B secr inh: 0; HepG2 tox: 6%; S2 tox: i; A549 tox: -4%; Nrf2 block: -8%; MCF10A rerep: 28%
Cn1cc(C(=O)N/N=C/c2cccc([N+](=O)[O-])c2)c2ccccc21 as listed: Nrf2 activator: 3.5%; ATXN2 expr inh: 35%; TGFb SMAD3 inh: 1%; IL1B secr inh: .; HepG2 tox: 12%; S2 tox: i; A549 tox: 0%; Nrf2 block: -2%; MCF10A rerep: 0%

Next structures follow.
Order of results: Nrf2 activator | ATXN2 expr inh | TGFb SMAD3 inh | IL1B secr inh | HepG2 tox | S2 tox | A549 tox | Nrf2 block | MCF10A rerep
O=C(COc1ccc(Cl)cc1)Nc1cccc(S(=O)(=O)NCc2ccco2)c1
 : 5.2% | 4% | -8% | -3 | -7% | i | -7% | -2% | ?
O=C(CN1CCCCCC1)Nc1nc2ccccc2s1
 : -1.4% | 23% | 7% | -3 | -2% | i | -1% | ? | 11%
COc1cccc(CC(NC(C)=O)C(=O)NC2CCN(C(=O)C3CC3)CC2)c1OC (stereo unspecified)
 : -0.7% | . | -6% | -6 | 28% | i | -5% | 1% | -2%
O=C(COc1cc(F)ccc1[N+](=O)[O-])NCC1CCCO1 (stereo unspecified)
 : 3.7% | 2% | -4% | 10 | 1% | i | -16% | ? | -9%
NC(=O)Cc1ccc2sc(-c3ccccc3)nc2c1
 : ? | . | ? | -15 | -25% | i | -13% | ? | 15%
O=C(Sc1ccccc1)c1cccc(Cn2cc(C(F)(F)F)ccc2=O)c1
 : 5.0% | 12% | -30% | -12 | -184% | i | 1% | ? | ?
COc1ccc(Cl)cc1S(=O)(=O)N1CCC(C(=O)NC2CC2)CC1
 : 0.3% | -4% | -2% | i | -33% | i | 6% | -12% | -36%[inhibitor]
CCc1nnc(NC(=O)Cc2sc(C)nc2-c2ccc(C)cc2)s1
 : 0.3% | -16% | 25% | 25 | 6% | i | 0% | ? | 24%
COc1ccc(NS(=O)(=O)c2ccc(N3CCOCC3)c(NC(=O)c3ccccc3Br)c2)cc1
 : -0.3% | -8% | -32% | -30 | 4% | i | 4% | -7% | 1%
NC(=O)c1ccc[n+](CC(=O)NCc2ccc(Cl)cc2)c1
 : 0.0% | -2% | 11% | -12 | -1% | i | -9% | 2% | -8%
CN(C(=O)Cn1c(=O)n(Cc2ccc(C(=O)NCc3ccc4c(c3)OCO4)cc2)c(=O)c2ccccc21)c1ccccc1
 : 0.3% | -18% | 14% | . | 2% | i | -15% | ? | .
COc1cc(OC)cc(C2=NCCN2)c1
 : -0.2% | -6% | -1% | -6 | 2% | i | -1% | 12% | 27%
Cc1ccc(-c2nn(CC(=O)NCc3ccco3)c(=O)c3ccccc23)cc1
 : 0.1% | -31% | 10% | -11 | 20% | ? | -8% | ? | -1%
CC1(C)C2CCC1(C)C(OC(=O)C[n+]1ccccc1N)C2 (stereo unspecified)
 : 0.0% | -3% | 5% | 5 | 7% | i | -1% | -4% | 1%
COc1ccc(-c2nnc(SCc3ccccn3)n2C)cc1
 : 0.3% | 5% | 15% | 11 | 13% | i | 3% | ? | ?
COc1cc(/C=C/C(=O)NCCn2c(C)cc3ccccc32)cc(OC)c1OC
 : 4.1% | -7% | -8% | -10 | -27% | ? | 2% | -1% | -4%
O=C(Nc1ccccc1)c1nc2ccccc2s1
 : ? | 20% | -18% | -14 | -30% | i | -9% | ? | 6%
O=C(Nc1cc(Cl)ccc1-n1cncn1)c1cc(S(=O)(=O)N2CCOCC2)ccc1F
 : 4.6% | -14% | -3% | -7 | 1% | i | 2% | 4% | ?
COc1ccc(-c2nc(CCNC(=O)Cc3ccc(F)cc3)cs2)cc1
 : 3.8% | . | -25% | . | -12% | . | 20% | . | .
COc1cnc(-c2ccccn2)nc1Oc1ccccc1
 : 0.0% | -30%[11.3 µM] | -8% | 15 | -5% | ? | -6% | 4% | -17%
CCCOc1ccc(/C(O)=C2/C(=O)C(=O)N(CCCn3ccnc3)C2c2ccc(C)o2)cc1 (stereo unspecified)
 : 2.2% | -11% | 13% | 1 | 9% | i | 1% | 1% | 14%
CC1(C(=O)NS(=O)(=O)c2cccs2)CCN1C(=O)CC1CCCCC1 (stereo unspecified)
 : -0.1%[9.22 µM] | 0% | 5% | 41 | -2% | i | . | . | .
COc1ccc(CNC(=O)Cn2ccc3cc(S(=O)(=O)N4CCCCC4)ccc32)cc1OC
 : 5.3% | -15% | ? | . | -3% | i | -6% | -11% | .
CCN(CC)S(=O)(=O)c1ccc(OC)c(NC(=O)COc2ccc3c(C)cc(=O)oc3c2)c1
 : 0.3% | -5% | -15% | 10 | 1% | ? | -5% | 8% | -1%
COc1ccc(S(=O)(=O)N2CCN(C(=O)CCCN3C(=O)NC4(CCCC4)C3=O)CC2)cc1
 : -1.4% | -5% | -5% | 11 | -2% | i | 1% | -1% | ?
COc1ccc(NC(=O)C#Cc2ccccc2)cc1OC
 : 12%[9.22 µM] | 2% | -28% | -71* | 2% | i | -8% | 8.2µM* | 10%
Clc1ccc(C2NCCc3sccc32)cc1 (stereo unspecified)
 : 1.8% | -15%[11.3 µM] | 2% | -23 | -28% | i | 2% | 3% | -15%
COc1ccc(CC(=O)NCCc2csc(-c3ccc(Cl)cc3)n2)cc1
 : 3.3% | -20% | ? | . | -6% | i | 5% | . | .
CCOC(=O)c1nnc(-c2cccs2)nc1Oc1ccc(Cl)cc1
 : -0.6% | -13% | 3% | -4 | 6% | ? | -10% | 6% | ?
O=C(CSc1ccc(Cl)cc1)OCc1nnc(-c2ccccc2)o1
 : -0.6% | 0% | 0% | 8 | 7% | i | -3% | 5% | 4%

Arranged by length of the SMILES (ascending): 3 of the compounds above.
Order of results: Nrf2 activator | ATXN2 expr inh | TGFb SMAD3 inh | IL1B secr inh | HepG2 tox | S2 tox | A549 tox | Nrf2 block | MCF10A rerep
O=C(CSc1ccc(Cl)cc1)OCc1nnc(-c2ccccc2)o1
 : -0.6% | 0% | 0% | 8 | 7% | i | -3% | 5% | 4%
COc1ccc(Cl)cc1S(=O)(=O)N1CCC(C(=O)NC2CC2)CC1
 : 0.3% | -4% | -2% | i | -33% | i | 6% | -12% | -36%[inhibitor]
CCOC(=O)c1c(NC(=O)CSc2nnc(C)s2)sc2c1CCC(CC)C2 (stereo unspecified)
 : 2.6% | -18% | ? | -12 | -2% | i | -16% | ? | 12%

(next part)
Order of results: Nrf2 activator | ATXN2 expr inh | TGFb SMAD3 inh | IL1B secr inh | HepG2 tox | S2 tox | A549 tox | Nrf2 block | MCF10A rerep
CC(C)C(NC(=O)c1ccc(F)cc1)C(=O)Nc1cccnc1 (stereo unspecified)
 : 0.5% | -11% | 0% | 14 | 8% | i | 1% | 5% | 8%
O=C(CSc1nc2c([nH]c3ccccc32)c(=O)n1-c1ccc(Cl)cc1)N1CCCCCC1
 : 0.1% | 13% | -9% | . | -20% | i | ? | . | .
O=C(NC(Cc1ccccc1)C(=O)O)/C(=C/c1cccc([N+](=O)[O-])c1)NC(=O)c1ccco1 (stereo unspecified)
 : -0.3% | -10% | 8% | 21 | -9% | i | 0% | 2% | 2%
Cc1nc2sc(C(=O)N(C)Cc3ccccc3)c(NC(=O)c3ccccc3)c2c(C)c1Cl
 : -0.7% | 7% | 6% | . | 0% | ? | -2% | 18% | .
COc1cc(/C=N/Nc2ccc(Cl)c(C(=O)O)c2)ccc1OC(=O)c1ccccc1F
 : 0.0% | -9% | 9% | -5 | 2% | i | 0% | 12% | 3%
